# EPAC1 antag: qHTS for Antagonist of cAMP-regulated guanine nucleotide exchange factor 3 (EPAC1): primary screen. Rap guanine nucleotide exchange factor 3 (Homo sapiens), O95398. EPAC1 GEF assay, Rap1b-BODIPY-GDP exchange fluorescence. Potency, µM (doses to about 115 µM), without a hit: at the top dose activity change, negative = inhibition, usual class: inhibitors. 360,000 tested, 0.14% active. AID 720709, 2013;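 further: potency means the concentration at half of the fitted maximal effect; plate controls were vehicle for no effect and positive control for full effect; nearly all actives have a fitted effect of over 50% in size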
# WRN inhibitor: qHTS for Inhibitors of WRN Helicase; Potency, µM (series often up to 114 µM), without a hit: at the top dose activity change, negative = inhibition, hits mostly inhibitors; Bifunctional 3'-5' exonuclease/ATP-dependent helicase WRN (Homo sapiens), Q14191; 360,000 tested, 0.46% active; AID 651768, 2012; WRN helicase unwinding, fluorescent forked duplex, kinetic; further: potency means the concentration at half of the fitted maximal effect; on the % scale 0 is the no-effect control and ±100 the full control effect; nearly all actives have a fitted effect of over 55% in size
#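 WRN at 20 nM final preincubated with compound 15 min at room temperature; reaction started with 100 nM fluorophore/quencher forked duplex oligonucleotide and 2 mM ATP final. Unwinding followed kinetically by red fluorescence (ex 525, em 598 nm).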
# EPAC1 agonist: qHTS for Agonist of cAMP-regulated guanine nucleotide exchange factor 3 (EPAC1): primary screen | EPAC1 agonist qHTS, biochemical assay; response scale: 100% = response to 6.5 mM cAMP | AID 720707, 2013 | Potency, µM (series often up to 154 µM), inactives show top-dose activation, most hits filed as activators | Rap guanine nucleotide exchange factor 3 (Homo sapiens), O95398 | 360,000 tested, 0.073% active; further: potency means the concentration at half of the fitted maximal effect; nearly all actives have a fitted effect of over 60% in size
#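 Multi-concentration qHTS readout: loss of Rap1B-bound BODIPY-GDP fluorescence driven by 100 nM EPAC1 with excess GDP (50 uM), monitored kinetically at room temperature; agonist response expressed relative to 6.5 mM cAMP.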
# Abeta rescue: qHTS for compounds that reverse cellular toxicity of Amyloid beta (A-beta) peptide in yeast: Primary Screen; 410,000 tested, 0.063% active; Potency, µM (doses to about 46.1 µM), for inactives: at the top dose growth rescue, most hits filed as activators; yeast expressing A-beta42, growth rescue, OD600, 48 h; response scale: 0% DMSO, 100% iron-clioquinol control; AID 1347071, 2019; further: potency means the concentration at half of the fitted maximal effect; nearly all actives have a fitted effect of over 55% in size
#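 Growth rescue measured by 600 nm absorbance after 48 h yeast culture at 30 C with compound. Values normalized between DMSO and an equimolar ferric chloride plus clioquinol control.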
# FUS suppressor: qHTS for Suppressors of FUS Proteinopathy: Primary screen using FUS-linked yeast assay. S. cerevisiae FUS-expressing, growth rescue, OD600, 24 h. Potency, µM (highest dose often 76.6 µM), without a hit: at the top dose growth rescue (activation), usual class: activators. 390,000 tested, 0.24% active;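 further: potency means the concentration at half of the fitted maximal effect; plate controls were DMSO vehicle for no effect and reference control for full effect; nearly all actives have a fitted effect of over 55% in size; some results filed as inactive show a strong effect at the top dose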
#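 Galactose (2%) drives FUS expression in yeast precultured in raffinose; seeding density OD 0.005. Test compounds incubated 24hr at 30C and 99% humidity before absorbance at 600 nm was measured.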
# IL-2 act: qHTS of IL-2 Activators. activation, % (series mostly up to about 46 µM). AID 652025, 2013. 360,000 tested, 0.065% active. IL-2 activation reporter assay, cell-based qHTS; stimulated with anti-CD3/CD4/CD28 beads; in transgenic mouse T cells; in the data active means activation above about 50%; inconclusive means mostly about 30% to 49%; further: 0% is about no effect
#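 Screening format: compound pinned onto unstimulated transgenic mouse T cells, 60 min incubation, then anti-CD3/anti-CD4/anti-CD28 bead stimulation for 18 hours at 37 degrees C, followed by EGFP and DsRed detection.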
# PLK1 PBD inh: qHTS for Inhibitors of PLK1-PDB (polo-like kinase 1 - polo-box domain): Primary Screen; Plk1 PBD binding of FITC phosphopeptide, fluorescence polarization; AID 720504, 2013; 360,000 tested, 2.8% active; Potency, µM, for the others: max response, negative = inhibition, hits mostly inhibitors; Serine/threonine-protein kinase PLK1 (Homo sapiens), P53350; further: potency means the concentration at half of the fitted maximal effect; series mostly up to about 57 µM; on the % scale 0 is the no-effect control and ±100 the full control effect; nearly all actives have a fitted effect of over 65% in size
# Target sequence (P53350 whole entry, looked up, the tested form may be a part): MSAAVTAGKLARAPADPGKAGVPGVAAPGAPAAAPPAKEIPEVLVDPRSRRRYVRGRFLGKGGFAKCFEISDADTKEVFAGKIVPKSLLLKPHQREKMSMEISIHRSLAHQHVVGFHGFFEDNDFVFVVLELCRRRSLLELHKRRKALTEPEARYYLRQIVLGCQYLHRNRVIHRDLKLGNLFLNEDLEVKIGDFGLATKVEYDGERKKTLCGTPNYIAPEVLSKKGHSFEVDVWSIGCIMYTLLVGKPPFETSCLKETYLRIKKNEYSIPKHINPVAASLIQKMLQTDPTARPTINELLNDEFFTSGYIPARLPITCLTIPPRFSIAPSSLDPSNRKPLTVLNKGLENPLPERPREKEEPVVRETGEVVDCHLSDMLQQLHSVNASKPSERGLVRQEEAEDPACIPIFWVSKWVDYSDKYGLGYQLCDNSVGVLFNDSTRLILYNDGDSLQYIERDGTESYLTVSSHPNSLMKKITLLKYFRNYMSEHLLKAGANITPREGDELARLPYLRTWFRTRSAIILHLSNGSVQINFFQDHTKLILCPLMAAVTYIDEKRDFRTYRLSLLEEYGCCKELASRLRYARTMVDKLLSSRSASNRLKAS
# PI5P4K alpha inh: qHTS for Inhibitors of phosphatidylinositol 5-phosphate 4-kinase (PI5P4K); Phosphatidylinositol 5-phosphate 4-kinase type-2 alpha (Homo sapiens), P48426; PI5P4Kalpha enzyme, ADP-Glo luminescence, 60 min; stronger effect = lower value; max response, %; 330,000 tested, 1.2% active; active means max response of -50% or lower; inconclusive means between -30% and -50%; inactive means -30% or higher; further: value at the top dose of about 77 µM; on the % scale 0 is the no-effect control and ±100 the full control effect
# Target sequence (P48426 whole entry, looked up): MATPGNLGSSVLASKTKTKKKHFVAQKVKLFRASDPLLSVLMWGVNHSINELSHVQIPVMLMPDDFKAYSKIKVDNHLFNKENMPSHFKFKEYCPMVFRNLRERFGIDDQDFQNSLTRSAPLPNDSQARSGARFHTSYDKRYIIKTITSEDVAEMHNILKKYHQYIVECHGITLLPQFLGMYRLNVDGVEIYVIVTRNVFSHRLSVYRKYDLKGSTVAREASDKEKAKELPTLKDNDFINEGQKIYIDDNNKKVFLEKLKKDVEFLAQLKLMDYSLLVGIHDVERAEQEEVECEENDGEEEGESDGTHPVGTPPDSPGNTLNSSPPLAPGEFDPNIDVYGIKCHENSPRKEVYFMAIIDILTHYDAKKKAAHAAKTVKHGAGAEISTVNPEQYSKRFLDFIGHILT
#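 Single end-point luminescence (ADP-Glo) quantified ADP from PI5P4Kalpha turnover; ATP 5 microM final, 1 h at RT, 0.1% CHAPS and 0.28 mM EGTA in HEPES pH 7.4.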
# An asterisk follows results filed as active; u = inconclusive; x = not tested or not shown; [ ] = another dose, or the depositor's remark. Unless noted, the call rests on the fitted dose curve; in most records, active means well fitted curve in the direction sought with a large enough effect; inconclusive means small, poorly fitted or top-dose-only effect, or another doubt; inactive means no such curve, though single readings can be large; an effect the other way counts as inactive or inconclusive.
# The first 3 records as a preview:
Compound | IL-2 act | EPAC1 agonist | WRN inhibitor | EPAC1 antag | PLK1 PBD inh | FUS suppressor | PI5P4K alpha inh | Abeta rescue
C=C(Br)Cn1c(CCCC)nc2ccccc21 | -0.1 | -8.9% | 0.4% | 4.4% | -7.3% | 3.3% | 2.0 | 19.6%
CCOC(=O)c1cccc(NC(=S)NCc2ccc(C)cc2)c1 | -2.0 | 13.4% | -8.7% | -2.9% | 4.1% | -3.5% | -7.3 | u
O=C(NCCCCc1ccccc1)Nc1ccc(F)cc1 | -0.8 | -0.3% | -2.8% | -5.1% | -1.8% | -5.3% | 6.1 | 15.7%

# Results, from the start:
Compound | IL-2 act | EPAC1 agonist | WRN inhibitor | EPAC1 antag | PLK1 PBD inh | FUS suppressor | PI5P4K alpha inh | Abeta rescue
C=C(Br)Cn1c(CCCC)nc2ccccc21 | -0.1 | -8.9% | 0.4% | 4.4% | -7.3% | 3.3% | 2.0 | 19.6%
CCOC(=O)c1cccc(NC(=S)NCc2ccc(C)cc2)c1 | -2.0 | 13.4% | -8.7% | -2.9% | 4.1% | -3.5% | -7.3 | u
O=C(NCCCCc1ccccc1)Nc1ccc(F)cc1 | -0.8 | -0.3% | -2.8% | -5.1% | -1.8% | -5.3% | 6.1 | 15.7%
CNc1nc(N)nc(-c2cc(Cl)ccc2OC)n1 | -2.4 | -5.0% | 1.6% | -19.6% | -10.3% | -27.6% | 3.0 | -5.5%
COc1ccc(COC(=O)C2=C(C)NC(=O)NC2c2cccc(OC)c2OC)cc1 (stereo unspecified) | -0.4 | 3.0% | 0.5% | u | -12.0% | 17.1% | -2.5 | 10.8%
Cc1nnc(N(Cc2ccco2)C(=O)c2ccc(C#N)cc2)s1 | 0.3 | 0.1% | 9.2% | 12.7% | -4.2% | -7.5% | -0.9 | -7.4%
COc1cc(C2NC(=O)NC(c3ccccc3)=C2C(C)=O)c(Br)c(Br)c1O (stereo unspecified) | 0.6 | 4.7% | 1.0% | -11.3% | -16.5% | -14.1% | -7.8 | -5.5%
CCCOc1ccc(/C(O)=C2/C(=O)C(=O)N(CCN(C)C)C2c2ccco2)cc1 (stereo unspecified) | 0.7 | 2.0% | -3.5% | 4.2% | -4.5% | 7.8% | 8.7 | 11.7%
CN(C)CCOc1nc(-c2ccccc2)nc2c1oc1ccccc12 | 0.2 | 11.1% | 12.1%[57.1 µM] | 0.0% | -0.4% | -3.6% | 15.8 | 0.4%
COc1ccc(F)c(CN2CCC(n3nccc3NC(=O)CCCc3ccccc3)CC2)c1 | -1.2 | 1.3% | -12.7% | -2.4% | 6.3% | x | 6.1 | 7.5%
O=C(N/N=C/c1ccc(F)cc1)c1ccc(Br)cc1 | -0.5 | -2.4% | -11.8% | 5.5% | -0.6% | 3.4% | x | 4.1%
COc1cc(C(=O)OCC(=O)Nc2cc(S(=O)(=O)N3CCOCC3)ccc2C)ccc1OCC(C)C | 2.1 | 12.6% | -1.9% | -7.4% | -11.6% | u | 3.9 | 0.9%
CN(C(=O)C1CCCN(S(=O)(=O)c2cccc([N+](=O)[O-])c2)C1)C1CCS(=O)(=O)C1 (stereo unspecified) | 1.6 | -0.6% | -4.1% | -8.1% | -6.2% | 10.5% | -1.2 | -13.6%
CC(NC(=O)c1ccccc1)C(c1cccs1)N1CCOCC1 (stereo unspecified) | -1.6 | -0.3% | -3.2% | 0.9% | 0.9% | -22.0% | -2.1 | 6.6%
O=C1OCCN1C(=O)[C@H]1[C@H](c2ccc(F)cc2)C(c2ccccc2)=NN1c1ccc(Br)cc1 | 0.0 | -3.9% | -10.4% | -4.7% | -1.8% | 25.0% | 25.7 | 29.8%
COc1cc2ncnc(NCCc3ccccc3)c2cc1OC | -0.6 | 12.2% | -12.8% | -19.8% | -5.8% | -11.9% | 0.2 | 1.4%
COC(=O)c1ccc(Oc2c(Cl)cccc2[N+](=O)[O-])cc1 | -0.3 | -1.7% | -7.0% | 4.5% | 21.2µM* | x | -1.4 | u
COc1ccc([C@H]2CC(=O)C=C(/C=C/c3ccccc3)C2)cc1 | -1.2 | 1.4% | -7.6% | -8.3% | -10.1% | -10.4% | 6.0 | 7.0%
CCOc1ccc(S(=O)(=O)Nc2ccc(C(=O)N3CC(C)OC(C)C3)cc2)cc1 (stereo unspecified) | -1.3 | 9.0% | 3.1% | 7.1% | -4.8% | 18.9% | -1.9 | 9.6%
CC(=O)c1cccc(N(CC(=O)NC2CCCC2)C(=O)c2csnn2)c1 | 1.7 | -0.1% | 9.0% | 10.5% | -6.9% | 3.0% | 2.7 | 0.9%
CCCCN(C(=O)c1ccc(-c2ccc([N+](=O)[O-])cc2)o1)c1c(N)n(CC(C)C)c(=O)[nH]c1=O | 0.2 | -0.6% | 0.8% | -28.5% | -7.3% | 10.1% | 1.7 | -7.8%
COc1ccc(NC(=O)C(C)Sc2ccccc2)cc1 (stereo unspecified) | -0.1 | 12.9% | 6.4% | 6.2% | -0.3% | -26.5% | 0.2 | 20.3%
NC(=O)C1CCN(S(=O)(=O)c2cccc(C(=O)O)c2)CC1 | 0.8 | -0.4% | -0.6% | 12.6% | 3.9% | 0.9% | -5.9 | 0.8%
CN(C)c1ccnc2sc(C(=O)c3ccc(Br)cc3)c(N)c12 | -0.4 | 1.0% | -34.3%[57.1 µM] | 2.9% | -17.1% | 14.2% | -11.9 | -8.8%
COCCn1c(SCCCC(=O)c2ccc(Br)cc2)nnc1-c1ccncc1 | -4.2 | -7.9% | 3.0% | -2.1% | 3.5% | x | -0.4 | 3.7%
CCc1ccc(OCc2nnc(SCC(=O)N3CCN(c4ccccc4)CC3)o2)cc1 | -2.2 | -1.6% | 5.7% | 8.7% | -4.0% | 1.1% | 1.4 | 16.1%
Nc1nnc(-c2ccccc2)s1 | -1.2 | -8.5% | 4.8% | 9.9% | 0.7% | 11.1% | x | 10.8%
CC(=O)Nc1ccc(S(=O)(=O)NCCc2cn3nc(C)c(C)nc3n2)cc1 | 0.3 | -11.8% | 1.4% | -7.3% | 8.1% | -5.1% | 5.6 | -11.6%
Cc1ccc(C(=O)CSc2nnc(COc3ccccc3)o2)cc1 | -2.0 | -9.5% | 7.3% | 9.4% | -8.4% | 4.7% | 8.7 | -5.1%
COc1ccc(CCN2CC(C(=O)Nc3ccccc3F)CC2=O)cc1OC (stereo unspecified) | 0.6 | -0.5% | 1.3% | -22.2% | 1.9% | -0.9% | -0.3 | 4.4%
CCc1c(C)c(C#N)c2nc3ccccc3n2c1NCCOC | -1.2 | 9.6% | -1.4%[57.1 µM] | 14.1% | -9.2% | 6.4% | 3.4 | -33.5%[inhibitor]
COc1ccc(Oc2nc3ccccc3n(C)c2=O)cc1 | -1.1 | 7.3% | -1.1% | -0.1% | -8.4% | -4.3% | x | -22.9%
Cc1nn(-c2ccccc2)c(C)c1C(=O)Nc1nnc(-c2ccco2)o1 | -0.9 | -8.0% | 2.7% | 10.6% | -4.5% | 24.8% | -0.3 | 3.8%
COc1cccc(CC(=O)OCC(=O)N(C)CC(=O)Nc2ccccc2Cl)c1 | -0.1 | 12.2% | 8.1% | 2.1% | -14.7% | -13.0% | 2.3 | -13.9%
CCCC(C(=O)NCc1ccc(OC)cc1)N(Cc1ccco1)C(=O)c1snc(C(N)=O)c1N (stereo unspecified) | -1.9 | 5.4% | -4.4% | 5.7% | -3.4% | u | x | 14.7%
COCc1ccc(C(=O)NC2CCCN(Cc3ccccc3F)C2)o1 (stereo unspecified) | -3.3 | 3.8% | -9.5% | 0.9% | 2.9% | x | -0.5 | -9.2%
CN1CCc2c(C#N)c(N3CCCCC3)nc(N3CCOCC3)c2C1 | 1.6 | 3.7% | -2.1% | 11.3% | -8.4% | -10.2% | -3.9 | -1.2%
COc1cccc(-n2c(=S)sc3c(=O)n(-c4ccccc4OC)c(SCC4OCCO4)nc32)c1 | 7.3 | 1.5% | 9.6%[57.1 µM] | -5.4% | 4.7% | 7.2% | -0.5 | 11.3%
Cc1ccccc1N(C(=O)c1csnn1)C(C(=O)NC1CCCC1)c1ccncc1 (stereo unspecified) | -1.6 | -4.5% | 4.6% | -6.4% | -7.9% | 3.3% | -0.7 | 1.6%
CCOC(=O)C1=C(COC(=O)c2ccccc2[N+](=O)[O-])NC(=O)NC1C (stereo unspecified) | -1.1 | -10.2% | -5.9% | 2.6% | 2.7% | 6.3% | -5.9 | 11.6%
C=CCn1c(=S)[nH]c2ccccc2c1=O | 0.6 | -2.6% | 1.8%[57.1 µM] | 8.1% | -2.5% | -10.0% | 4.1 | 14.0%
CC12CCC(=O)N1C(C(=O)Nc1nc3ccccc3s1)CS2 (stereo unspecified) | 1.5 | 6.7% | -3.4% | -18.5% | -12.3% | -9.7% | -3.2 | -4.8%
COC(=O)c1sccc1NC(=O)CN(C)NS(=O)(=O)c1ccc(F)cc1 | 0.5 | 3.8% | -6.2% | 10.0% | -18.1% | 24.5% | x | -24.1%
O=C(/C=C/Nc1ccccc1)c1cnc(-c2ccccc2)s1 | 5.1 | -2.3% | -5.1% | 0.1% | -4.8% | -14.0% | 0.5 | 13.1%
O=C(Cc1ccc(-c2ccccc2)cc1)Nc1ccccn1 | -1.2 | 1.8% | -16.3% | -2.5% | -17.5% | -2.7% | u | 13.5%
Cc1[nH]n(C)c(=O)c1C(=O)c1c(-c2c(Cl)cccc2Cl)noc1C | 3.3 | 3.1% | -11.6% | -9.9% | -16.6% | 3.1% | 2.7 | -18.0%
O=C1c2ccccc2C(=O)N1CCCCN(C(=O)c1ccc([N+](=O)[O-])cc1)c1ccc(Cl)cc1 | -0.3 | 8.4% | -3.4% | -8.8% | 2.1% | 25.0% | 1.5 | -9.9%
COc1ccc(-n2nc3c(=O)[nH][nH]c3cc2=O)cc1 | -1.0 | 4.2% | u | -9.4% | -3.6% | 40.2% | -17.4 | -15.9%
CCCOc1ccc(Cl)cc1/C=C1/C(=O)ON=C1C | 0.0 | 0.9% | -28.4% | 9.8% | 2.38µM* | -13.0% | -8.6 | 6.9%

# Bioassay records as filed in PubChem BioAssay.

# Rows were taken by chance (roughly 4.1% active in at least one column).
